KDM5B inh: KDM5B demethylase inhibition; Q9UGL1; KDM5B demethylase, FDH-coupled NADH fluorescence (FDH is formaldehyde dehydrogenase); Potency, µM (highest dose often 57.7 µM), for the others: at the top dose activity change, negative = inhibition, most hits filed as inhibitors; actives 2.6% (n = 220,000); active = well fitted inhibition curve with a large enough effect; inconclusive = small, poorly fitted or top-dose-only effect; inactive = no such curve, though single readings can be large or run the other way; also: 0% is about no effect; nearly all actives have a fitted effect of over 70% in size
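Inhibition is measured as reduced NADH fluorescence generation from FDH coupling to formaldehyde release. Truncated KDM5BΔAP at 200 nM final acts on H3K4me3 peptide (12.5 µM in substrate mix) in pH 7.5 HEPES buffer with Tween-20, 30 min, room temperature.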
Active calls of the source: *; i = inactive; u = inconclusive; [ ] = remark or other dose. Potency is read from the fitted curve at half-maximal effect. Not all compounds are listed; count on the stated rates, not on these rows.

SMILES	KDM5B inh
O=C(Nc1ccc(Cl)cc1)C1CCN(c2cnc3ccccc3n2)CC1	u
Cc1cc(C)n(CCCNC(=O)c2cc(COc3ccc4sc(C)nc4c3)on2)n1	0.5%
O=C(NC1CC(=O)N(c2ccc(F)cc2)C1)c1cc2ccccc2o1 (stereo unspecified)	-16.8%
CN(Cc1c(F)cccc1Cl)S(=O)(=O)c1ccc2c(c1)CCC2	-13.8%
CCOC(=O)c1cc2c(=O)n3ccccc3nc2n(CCOC)c1=NC(=O)c1c(-c2c(F)cccc2Cl)noc1C	u
CCCn1cc(S(=O)(=O)c2cc(C)ccc2C)c(=O)c2cc(F)c(N3CCN(CC)CC3)cc21	u
CCCCOCCCNC(=O)CCC(=O)NC1CCCCC1	17.9%
CCC(=O)Nc1cccc(C(=O)N2CCN3C(=O)CN(C)C(=O)C3C2)c1 (stereo unspecified)	49.1%[activator]
O=C1CCCCC(CNC(=O)c2cc(F)ccc2F)N1 (stereo unspecified)	11.2%
O=C1c2ccccc2C(=Cc2cccs2)c2ccccc21	8.9%
CN(CC(=O)Nc1c(F)cccc1F)Cc1ccccc1	-18.9%
O=C(c1ccccc1)N1C[C@@H](CO)[C@H](c2nc(-c3cccnc3)no2)C1	-4.6%
Cc1nnc2n1C(C)CN(C(=O)CCSc1ccc3c(c1)OCCO3)C2 (stereo unspecified)	13.9%
Cc1ccc(-c2ncc(C(=O)Nc3cccc(Br)c3)c(-c3ccncc3)n2)cc1	u
Cc1ccc(NC(=O)Cc2nc(-c3cc(C)n(-c4cc(C)on4)c3C)cs2)cc1	-9.9%
O=C1/C(=C/C=C/c2ccco2)SC(=S)N1NS(=O)(=O)c1ccccc1	u
COc1cccc(CCC(=O)N2C[C@@H](CO)[C@H](c3ccccn3)C2)c1	-2.2%
CC(=O)Nc1ccc(NC(=O)c2ccc3c(c2)N(Cc2cccc(Cl)c2)C(=O)c2ccccc2S3(=O)=O)cc1	u
CCCc1ccccc1OCC(=O)c1ccc2c(c1)N(CC(=O)NCC1CC1)C(=O)CO2	-20.2%
CSc1ccc(CCNC(=O)c2ccc(-n3c(C)cc4c3CCC(C)C4)cc2)cc1 (stereo unspecified)	14.6%
COc1ccc(NC(=O)O[C@@H]2CO[C@H]3[C@@H]2OC[C@@H]3NS(=O)(=O)c2ccc(Cl)cc2)cc1	0.6%
CCOC(=O)CC1C(=O)NCCN1S(=O)(=O)c1ccc(NC(C)=O)cc1 (stereo unspecified)	4.6%
O=C(CCC[C@@H]1[C@H]2CCCN3CCC[C@@H](CN1C(=O)c1cc(F)cc(F)c1)[C@@H]23)NCC1CC1	9.8%
Cc1nn(Cc2ccccc2)c(C)c1C(=O)N1CCN(S(=O)(=O)/C=C/c2ccccc2)CC1	18.0%

A portion from the list above, as a working copy:
SMILES	KDM5B inh
CC(=O)Nc1ccc(NC(=O)c2ccc3c(c2)N(Cc2cccc(Cl)c2)C(=O)c2ccccc2S3(=O)=O)cc1	u
CCCc1ccccc1OCC(=O)c1ccc2c(c1)N(CC(=O)NCC1CC1)C(=O)CO2	-20.2%
CSc1ccc(CCNC(=O)c2ccc(-n3c(C)cc4c3CCC(C)C4)cc2)cc1 (stereo unspecified)	14.6%
COc1ccc(NC(=O)O[C@@H]2CO[C@H]3[C@@H]2OC[C@@H]3NS(=O)(=O)c2ccc(Cl)cc2)cc1	0.6%
CCOC(=O)CC1C(=O)NCCN1S(=O)(=O)c1ccc(NC(C)=O)cc1 (stereo unspecified)	4.6%
O=C(CCC[C@@H]1[C@H]2CCCN3CCC[C@@H](CN1C(=O)c1cc(F)cc(F)c1)[C@@H]23)NCC1CC1	9.8%
Cc1nn(Cc2ccccc2)c(C)c1C(=O)N1CCN(S(=O)(=O)/C=C/c2ccccc2)CC1	18.0%

Further structures
SMILES	KDM5B inh
COc1cccc(C(=O)Nc2ccc3oc(-c4cccc(Br)c4)nc3c2)c1	u
CCOc1ccc(NC(=O)c2cc3sc(Cl)cc3n2CC)cc1	-10.9%
CCC1CC(C(=O)Nc2ccccc2)C(=O)O1 (stereo unspecified)	27.8%
CCCN1CCC(Nc2nc(-c3cccnc3)nc3ccccc23)CC1	-1.6%
CN(Cc1ccccc1)[C@@H]1[C@H](O)[C@H](CO)O[C@@H]1CNS(=O)(=O)c1cccs1	-16.4%
CCn1nc(C)c(Br)c1-c1nc(CS(=O)(=O)c2ccc(F)cc2)no1	21.3%
O=C(C1CCCC1)N1CC2(CCCN(Cc3c[nH]c4ccccc34)C2)Cc2ccccc21 (stereo unspecified)	-6.6%[115 µM]
CN1CCCCCCN(C(=O)Cc2cccc(F)c2)[C@H]2CCC[C@H]2C1=O	-4.7%
CC(C)n1c(=O)n(CCCO)c(=O)c2c3c(sc21)COC(C)(C)C3	7.4%
O=C(Cn1cc(C(F)(F)F)ccc1=O)N1CCC2(CCCNC2=O)C1 (stereo unspecified)	25.6%
COc1ccc(CCNC(=O)CCCCn2c(=O)c3ccccc3n(Cc3ccccc3C)c2=O)cc1OC	-25.1%
Cc1nc2c(C(=O)NC(C)c3ccccc3)cnn2c(C)c1Cc1ccccc1 (stereo unspecified)	u
CCOC(=O)C1CCN(C(=O)c2cc(S(=O)(=O)N3CCCCC3)ccc2C)CC1	15.1%
Nc1nc(N2CCOCC2)nc2c1C(C(=O)Nc1ccc(Cl)c(Cl)c1)CC(=O)N2 (stereo unspecified)	u
COc1ccc(S(=O)(=O)N(CC(=O)NCCN2CCOCC2)c2ccc(F)cc2)cc1	-0.8%
Cc1c(-c2ccccc2)c(=O)oc2ccc(OS(=O)(=O)c3ccccc3)cc12	134.0%[activator]
CN1CC(=O)N(c2ccccc2F)Cc2c(NCCCO)ncnc21	u
COc1ccc(CCCc2nnc(SCC(=O)Nc3cccc(F)c3C)o2)cc1	u
CCCCC1(CO)C(=O)N(c2ccccc2)N(c2ccccc2)C1=O	i
Fc1ccc(-c2cnc3n2C[C@H](CNCc2ccccn2)OC3)cc1	10.5%[86.2 µM]
O=C(CCc1ccsc1)N(Cc1ccco1)C1CC1	-21.2%
Cc1cccc(NC(=O)Cn2nnc(C(=O)NCc3cccs3)c2N)c1	-4.4%
COc1ccc(NC(=O)/C(C#N)=C/c2ccc(C)o2)cc1	7.2%[11.5 µM]
N#CCCN(C(=S)Nc1ccc(SC(F)F)cc1)c1ccccc1	11.1%

Entries shown so far containing a furan ring, fused or not, in the order listed:
SMILES	KDM5B inh
O=C(NC1CC(=O)N(c2ccc(F)cc2)C1)c1cc2ccccc2o1 (stereo unspecified)	-16.8%
O=C1/C(=C/C=C/c2ccco2)SC(=S)N1NS(=O)(=O)c1ccccc1	u
O=C(CCc1ccsc1)N(Cc1ccco1)C1CC1	-21.2%
COc1ccc(NC(=O)/C(C#N)=C/c2ccc(C)o2)cc1	7.2%[11.5 µM]

Additional results
SMILES	KDM5B inh
Cc1cccc(Nc2nc(N)c([N+](=O)[O-])c(NCCO)n2)c1	-24.7%
Cc1cccc(OCCSc2nc3ccc(NC(=O)COc4ccccc4F)cc3s2)c1	-15.8%
COc1ccc(-c2nc3cc(NC(=O)COc4ccccc4C)ccc3o2)cc1	u
COc1cc2c(cc1OC)C(=O)C(Sc1nnc(-c3ccccc3F)o1)C2 (stereo unspecified)	2.0%
COC1C(=O)N(C2CCN(C(=O)c3cnc(C)cn3)CC2)C12CCOCC2 (stereo unspecified)	-8.1%
Cc1c(Cl)cccc1NC(=O)N1CCN(C2=Nc3ccccc3Oc3ccccc32)CC1	17.5%
CCc1nc(C#N)c(N2CCN(c3ccccc3)CC2)o1	-11.7%
COc1ccc(CNC(=O)c2nn(-c3ccccc3C)nc2CO)cc1	-7.2%
CCCC(=O)Nc1ccc2nc(SCc3ccc(C)cc3)sc2c1	-15.3%
Cc1cc(OC(C)CCN2CCC(C(O)(c3ccccc3)c3ccccc3)CC2)ccc1Br (stereo unspecified)	-27.4%
FC(F)(F)Oc1ccc(-c2cnc([C@@H]3COCCN3Cc3ncc[nH]3)[nH]2)cc1	-26.1%[86.2 µM]
CC(C)N1CCC(Nc2nc(-c3cccs3)nc3ccccc23)CC1	-6.5%
Cc1ccc(NC(=O)N2CCC(N(C(=O)C3CC3)C3CCOCC3)CC2)c(C)c1	5.6%
CN(C)CCNC(=O)c1cc2n(n1)CCCN(C(=O)[C@@H]1CCCN1)C2	-41.4%
CCCCn1nc(C(=O)N2CCSCC2)c2ccccc2c1=O	8.8%
COc1ccc(-c2cc(C(F)(F)F)nc(NCc3ccc(Cl)cc3)n2)cc1	u
CCCn1nc(C(=O)Nc2ccc(C(C)(C)C)cc2)c2ccccc2c1=O	-26.3%
CCC(CC)c1nnc(NC(=O)CCS(=O)(=O)Cc2ccccc2)s1	u
Cc1ccc(NC(=S)NCCO)cc1	-27.7%
COC(=O)c1ccccc1-n1c(CCC(=O)O)ccc1-c1ccccc1	u
CC(NC(=O)[C@H](C)NC(=O)c1ccco1)c1ccc(S(N)(=O)=O)cc1 (stereo partly specified)	22.0%
COc1ccc(-c2cc(N3CCC(NC(=O)c4cccc(C)c4)C3)n[nH]2)cc1 (stereo unspecified)	u
COCCN1C[C@H]2CN(C(=O)C3CC3)CCN2C1=O	28.3%[115 µM]
Cc1cccc(CNC(=O)C2Cn3cccc3C(=O)N2Cc2ccccc2)c1 (stereo unspecified)	-34.8%
CN1C(C(=O)NCc2ccc(F)cc2)=C(c2ccccc2)c2cc(Cl)ccc2S1(=O)=O	15.6%
Cc1cc(C(=O)N2CCC3(CCCN(CC4CCC4)C3=O)C2)nc(C)n1 (stereo unspecified)	7.1%
O=C(c1ccc(Cn2cc(Cl)cn2)cc1)N1CCN(Cc2cccc(C(F)(F)F)c2)CC1	-20.2%
COc1ccc(C)cc1CN(C)Cc1ccc(C#N)cc1	-16.6%
COc1cccc(OCc2cc(C(=O)N(C)CC(O)CO)n[nH]2)c1 (stereo unspecified)	4.2%
COc1ccccc1-c1c(C)oc2cc(OC(=O)c3ccccc3)ccc2c1=O	-20.2%
Cc1ccc(-n2c(=O)c3ccc(C(=O)NCc4ccccc4Cl)cc3n(Cc3ccccc3F)c2=O)cc1	9.3%
O=C(NCC12CC3CC(CC(C3)C1)C2)c1ccc(Cl)c([N+](=O)[O-])c1	-7.2%
Cc1ccsc1CN1CCCCCCN(C)C(=O)[C@@H]2CCC[C@@H]21	u
O=C(NCc1nnc2n1C(C(=O)NCc1ccncc1)CC2)c1ccccc1 (stereo unspecified)	23.3%[115 µM]
C[C@@H](N)C(=O)N1CCOc2c(O)cc(-c3ncc(C(F)(F)F)cc3Cl)cc2C1	-15.6%
Cc1ccc(Nc2nc(C(=O)OCC(=O)c3ccccc3)cs2)cc1	5.7%
Cc1nn2c(c1-c1ccccc1N1CCCC1)N(C(=O)c1ccc(Oc3ccccc3)cc1)CCC2	u
COC(=O)c1scc(-c2ccc(C)cc2)c1S(=O)(=O)Nc1cc(C)c(Cl)cc1OC	u
O=C(c1ccccc1F)N1CCC2(CC1)C(=O)NN=C2C1CC1	7.6%[86.2 µM]
COC(=O)C1=C(C)N(Cc2cccc(Cl)c2)C(=O)CC1c1ccccc1Cl (stereo unspecified)	-4.8%
Nc1nc(CCC(=O)N2CC[C@@H](NC(=O)c3cccnc3)[C@H](O)C2)cs1	12.0%
CCOC(=O)N1CCc2c(sc3c2c(=O)n(-c2ccccc2C(F)(F)F)c(=O)n3Cc2ccccc2C)C1	4.8%
O=C(O)c1ccccc1C(=O)NC[C@H]1Cn2c(-c3ccc(F)cc3)cnc2CO1	-16.3%[86.2 µM]
O=S(=O)(c1cccc(F)c1)N1CCN(c2nc(-c3cccnc3)nc3ccccc23)CC1	6.4%
Cc1ccc(NS(=O)(=O)c2ccc3c(c2)CCCN3C(=O)C2CCC2)cc1Cl	-15.2%
CCOC(=O)c1c(NC(=O)c2ccc(C)c(C)c2)sc2c1CCCCC2	u
C/C(=N/NC(=O)C1CC1)c1ccc(C)cc1	9.2%
O=C(c1cccs1)N1CCC(c2n[nH]c(=O)n2Cc2ccc(F)cc2)CC1	36.4%[activator]
CSc1ccc(-c2nc3cc(C)ccn3c2Nc2ccc(C)cc2)cc1	u
O=C1CS(=O)C2(CCN(S(=O)(=O)c3ccccc3)CC2)N1CC1CC1 (stereo unspecified)	-12.9%
COc1ccc(Cl)cc1NC(=O)c1sc2nc3n(c(=O)c2c1C)CCC3	-3.4%
COc1ccc(Cc2nnc(Nc3ccc4ccccc4c3)[nH]c2=O)cc1OC	-27.5%
O=C(Nc1cccc(C(F)(F)F)c1)c1cnn(-c2cccc(F)c2)c1C1CCNCC1	1.7%
O=C(Nc1ccc(C(F)(F)Cl)oc1=O)c1ccccc1	4.9%
O=C(NCCc1ccccc1)c1ccc(Cn2c(SCc3ccc(F)cc3)nc3cccnc32)cc1	u
O=S(=O)(NCCc1cn2ccccc2n1)c1ccccc1C(F)(F)F	15.2%
COc1ccc(NC(=O)CN2C(=O)NC3(CCC(C)CC3)C2=O)cc1 (stereo unspecified)	9.2%
CCc1ccc(N2CC(c3noc(-c4ccsc4)n3)CC2=O)cc1 (stereo unspecified)	17.3%
O=C(NCCc1c[nH]c2ccccc12)[C@@H]1C[C@H]2C(=O)NCCCCCCN(C(=O)C3CC3)[C@H]2C1	-22.4%
CNc1nc(Nc2ccc(C)c(C)c2)c2cnn(C)c2n1	8.1%

Next part:
SMILES	KDM5B inh
COc1ccccc1NC(=O)Cn1c(SCC(=O)NCc2ccccc2)nc2ccccc21	-6.3%
Cc1ccc(NCC(=O)N=Nc2c(O)[nH]c3ccc([N+](=O)[O-])cc23)cc1	u
CC1CCCCC1NC(=O)C(c1ccccc1)c1ccccc1 (stereo unspecified)	13.9%
CC(Cc1c[nH]c2ccccc12)C(=O)Nc1ccc(F)cc1 (stereo unspecified)	10.7%
N#Cc1c(SCC(N)=O)nc2c(c1C(F)(F)F)CCCC2	-0.7%
Cc1ccccc1[S+](=O)([O-])N1CC2(CN(CCOc3ccccc3)C(=O)O2)C1	19.6%[86.2 µM]
CCN1C(=O)C2(CCN(S(=O)(=O)c3cccc(C)c3)CC2)c2ccccc21	-9.9%

Screens from PubChem.
